High-throughput results: PubChem, The Scripps Research Institute Molecular Screening Center
CHRM1 antagonist – antagonists of human M1 muscarinic receptor; AID 588852; CHO-K1 hM1, Fluo-8 calcium fluorescence, ACh EC80 antagonist; inhibition, % at 3 µM; hit rate 1.3% among 360,000; P11229;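 active = percent inhibition above its own plate's cutoff, namely the mean of that plate's compound wells plus 3 SD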;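 note: peak over basal fluorescence ratio during 140 s after agonist addition; 0% = ACh EC80 plus DMSO and 100% = DMSO alone without agonist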
CHRM1 PAM – human CHRM1 positive allosteric modulation; CHO-K1 hM1, Fluo-8 calcium fluorescence, ACh EC20; 0% = ACh EC20, 100% = maximal ACh; hit rate 0.088% among 360,000; P11229; activation, % at 3 µM; in the data active = activation above about 19%, passing the limit was not always enough
CHRM4 antagonist – antagonists of human muscarinic M4 receptor (CHRM4). P08173. CHO-hM4 cells, ACh EC80, Fluo-8 calcium fluorescence. inhibition, % at 3 µM. hit rate 0.73% among 360,000;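 active = inhibition above its plate's cutoff, the mean inhibition of sample wells plus 3 SD, cut at about 27% in these data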;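 note: 0% = acetylcholine EC80 with DMSO and 100% = DMSO without agonist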
Target sequence (P08173 whole entry, looked up): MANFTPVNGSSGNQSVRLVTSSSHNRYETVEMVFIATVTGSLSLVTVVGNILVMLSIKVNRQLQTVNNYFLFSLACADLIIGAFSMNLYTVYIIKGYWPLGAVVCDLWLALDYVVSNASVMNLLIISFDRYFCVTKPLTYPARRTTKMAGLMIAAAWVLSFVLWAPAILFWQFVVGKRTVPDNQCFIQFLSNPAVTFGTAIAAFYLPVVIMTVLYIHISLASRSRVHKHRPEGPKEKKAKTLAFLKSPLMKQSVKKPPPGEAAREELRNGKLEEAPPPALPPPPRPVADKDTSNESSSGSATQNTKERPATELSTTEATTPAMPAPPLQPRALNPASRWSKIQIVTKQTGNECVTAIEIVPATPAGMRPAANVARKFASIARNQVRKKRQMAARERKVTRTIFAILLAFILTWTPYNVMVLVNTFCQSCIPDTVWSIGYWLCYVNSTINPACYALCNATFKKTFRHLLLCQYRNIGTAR
M1 ag – agonists of human M1 muscarinic receptor | P11229 | CHO-K1 hM1, Fluo-8 calcium fluorescence, agonist mode; 0% DMSO, 100% acetylcholine EC100 | activation, % at 3 µM | hit rate 0.33% among 360,000 | AID 588814;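 active = activation above the run's mean compound activation plus 3 SD, cut at about 16% in these data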;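 note: peak over basal fluorescence ratio within a 140 s kinetic read after compound addition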
M4 ag – agonists of human muscarinic M4 receptor (CHRM4) | CHO-K1 hM4/Gqi5, Fluo-8 calcium fluorescence; vehicle 0%, full acetylcholine response 100% | activation, % at 3 µM | hit rate 0.14% among 360,000 | AID 624127;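 active = activation above the run mean over all test wells plus 3 SD, cut at about 32% in these data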;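 note: peak over basal fluorescence ratio per well then scaled between controls; 0% = DMSO wells and 100% = acetylcholine at EC100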
CHO-K1 Ca ag – nonselective activator or artifact in parental CHO-K1 cells. Fluo-8 calcium fluorescence; scaled to maximal ATP response, vehicle zero. activation, % at 3 µM. hit rate 0.48% among 360,000. AID 602248; in the data active = activation above about 15%;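 note: untransfected CHO-K1 host cells lacking M1 receptor as counterscreen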
CHO parental Ca – counter-screen: ATP calcium response change in parental CHO cells; parental CHO-K1, ATP-induced calcium, Fluo-8 fluorescence; inhibition, % at 5.6 µM; hit rate 0.63% among 330,000; AID 463079;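 active = inhibition above that plate's mean sample inhibition plus 3 SD, cut at about 26% in these data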;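 note: 0% = ATP-challenged DMSO wells and 100% = DMSO wells without ATP; some compounds past the cut are filed as inactive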
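Test system: parental CHO cells; detection: calcium-sensitive Fluo-8 fluorescence; evaluation: percent inhibition of calcium signal; also added: ATP as calcium-mobilizing challenge; repeats: one well per compound; control set: ATP-challenged DMSO wells low, unchallenged DMSO wells high; compound: single nominal dose of 5.6 µM per compound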
OXTR potentiate – human OXTR potentiation. P30559. CHO-OTR cells, Fluo-8 calcium fluorescence, potentiator mode; 0% = oxytocin EC15, 100% = EC100. activation, % at 3 µM. hit rate 0.061% among 320,000;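 active = activation above that plate's cutoff, the mean activation of tested compounds plus 3 SD, cut at about 6.6% in these data, passing the limit was not always enough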;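 note: 100% uses oxytocin at 75 nM as the full agonist control; some results filed as inactive read as strong as hits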
Target sequence (P30559 whole entry, looked up): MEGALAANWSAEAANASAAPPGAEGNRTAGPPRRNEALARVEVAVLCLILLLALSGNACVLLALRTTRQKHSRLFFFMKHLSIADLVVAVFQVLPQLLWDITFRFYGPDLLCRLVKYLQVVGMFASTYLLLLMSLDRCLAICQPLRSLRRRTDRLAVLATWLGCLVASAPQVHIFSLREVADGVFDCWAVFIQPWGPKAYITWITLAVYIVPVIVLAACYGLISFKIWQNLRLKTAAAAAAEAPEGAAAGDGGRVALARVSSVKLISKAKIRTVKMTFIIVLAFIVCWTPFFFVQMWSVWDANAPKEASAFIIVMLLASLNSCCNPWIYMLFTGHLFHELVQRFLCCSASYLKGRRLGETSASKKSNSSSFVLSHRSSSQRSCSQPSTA
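System: human OTR in CHO cells / Also added: sub-maximal oxytocin, roughly EC15 / Control set: EC15 oxytocin low, 75 nM oxytocin high / Schedule: 6 min compound pre-incubation at room temperature, 100 s kinetic read / Compound: single-point 3.0 µM / Replication: singlicate / Technique: Fluo-8 calcium dye fluorescence / Read-out basis: % activation of max/min ratio relative to oxytocin controls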
CHO-K1 Ca antag – M1 antagonist counterscreen hit in parental CHO-K1 cells | hit rate 0.6% among 360,000 | inhibition, % at 3 µM | ATP-induced calcium, Fluo-8 fluorescence;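 active = inhibition above a per-plate cutoff, the plate's mean sample inhibition plus 3 SD, cut at about 24% in these data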;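 note: 0% = DMSO plus EC80 ATP and 100% = DMSO alone without ATP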
Active calls of the source: *; . = not tested or not shown. Not a hit list. Share with any hit: about 2.9%.

SMILES	CHRM1 antagonist	CHRM1 PAM	CHRM4 antagonist	M1 ag	M4 ag	CHO-K1 Ca ag	CHO parental Ca	OXTR potentiate	CHO-K1 Ca antag
CC(=O)c1ccc(NC(=O)CNCc2cccs2)cc1	-2	2	3	-8	1	1.3	-1	-7	-16
COc1ccc([N+](=O)[O-])cc1NC(=O)CCC(=O)c1cccs1	-5	7	-10	-3	2	0.1	-5	1	12
COc1ccc(C(=O)C2CCCN(Cc3c(O)cccc3OC)C2)cc1OC (stereo not given)	7	-10	0	-10	1	0.3	-14	6	9
CSCCC(NC(=O)c1ccccc1)C(=O)OCC(=O)c1ccc[nH]1 (stereo not given)	0	-2	-3	0	1	0.8	3	-8	-9
CCc1nc2ccc(C(=O)Nc3ccc(OC)c(OC)c3)cn2c1N(C)Cc1nccs1	-9	-3	-10	-6	9	2.5	.	.	0
CC(OC(=O)CC1CC2CCC1C2)C(=O)Nc1ccc(C(N)=O)cc1 (stereo not given)	-11	16	1	9	5	0.4	-12	-3	-6
CC(OC(=O)c1n[nH]c2ccccc12)C(=O)Nc1ccccc1[N+](=O)[O-] (stereo not given)	0	0	-1	0	6	1.4	-25	-7	3
CC(OC(=O)c1cccc(NS(C)(=O)=O)c1)C(=O)Nc1ccc2c(c1)OCO2 (stereo not given)	4	-3	6	-3	2	1.2	-6	-6	-15
Cc1cccc(N(C(=O)c2snc(C(N)=O)c2N)C(C(=O)NC2CCCC2)c2ccncc2)c1 (stereo not given)	-11	9	-2	-5	0	-0.3	-26	7	-18
CCc1ccc(N2CN=c3s/c(=C\c4ccccc4)c(=O)n3C2)cc1	-9	16	-4	-3	1	-0.7	-10	0	-8
CC(C)NC(=O)C1(C)CCN1C(=O)c1ccc(F)c(Cl)c1 (stereo not given)	-7	2	-5	-4	1	1.0	.	.	-9
COc1ccc2[nH]cc(CCNC(=O)Cn3cc(C)c(=O)[nH]c3=O)c2c1	8	1	-7	-2	0	0.0	.	.	-10
COc1ccc(N2CCN(CCNC(=O)Nc3cc(Cl)ccc3Cl)CC2)cc1	-8	3	-20	-5	2	1.2	.	.	-10
CCN(CC(=O)Nc1c(F)cccc1F)C(=O)CNC(=O)c1cccs1	-4	2	-3	-1	1	-0.1	10	-2	-1
COc1ccc(NC(=O)Cn2c(=O)n(CC3CCCO3)c(=O)c3cc(OC)c(OC)cc32)c(OC)c1 (stereo not given)	-9	6	-4	-3	0	-0.2	-15	-10	-1
CCCCSc1nnc2nc(C)cc(C)n12	-13	15	16	-1	-1	-0.7	1	-6	-5
COC(=O)c1c(NC(=S)NNC(=O)c2ccc(Cl)s2)sc(C(=O)N(C)C)c1C	-16	10	-18	0	1	-0.2	-26	-5	2
Cn1nnnc1SCC(=O)N(C1CCCCC1)C1CCS(=O)(=O)C1 (stereo not given)	0	9	4	-6	0	0.2	-4	-10	3
COCCSc1ccccc1C(=O)Nc1ccc(Cl)cc1	-3	5	4	-5	2	1.4	-4	-7	-18
O=C1C(Cc2ccccc2)Nc2ncnc(N3CCN(c4ccccc4)CC3)c2N1Cc1ccc(Cl)cc1 (stereo not given)	15	2	6	6	0	-0.7	-18	-11	11

An excerpt from above, showing only CHRM1 PAM, M4 ag and M1 ag.
SMILES	CHRM1 PAM	M4 ag	M1 ag
COc1ccc2[nH]cc(CCNC(=O)Cn3cc(C)c(=O)[nH]c3=O)c2c1	1	0	-2
COc1ccc(N2CCN(CCNC(=O)Nc3cc(Cl)ccc3Cl)CC2)cc1	3	2	-5
COc1ccc(NC(=O)Cn2c(=O)n(CC3CCCO3)c(=O)c3cc(OC)c(OC)cc32)c(OC)c1 (stereo not given)	6	0	-3

Additional records follow.
SMILES	CHRM1 antagonist	CHRM1 PAM	CHRM4 antagonist	M1 ag	M4 ag	CHO-K1 Ca ag	CHO parental Ca	OXTR potentiate	CHO-K1 Ca antag
COc1cc(/C=C(\C#N)c2nc3ccccc3[nH]2)ccc1Oc1ccc([N+](=O)[O-])cn1	27	-15	-2	3	16	12	-7	-5	5
O=C1c2ccccc2N2C(=O)c3ccccc3C2N1Cc1ccco1 (stereo not given)	-9	5	-1	-2	3	2.3	-17	-7	-9
COc1ccc(NC(=O)CN(C)S(=O)(=O)c2ccc(Br)s2)cc1OC	-15	15	-7	1	3	2.1	-9	-5	-11
CC(C)(C)OC(=O)NN=C(c1ccc(O)cc1)c1ccc(O)cc1	-10	10	-2	-2	-1	3.0	1	0	-6
C=CCc1cc(Cl)ccc1OCCNCCOC	1	-11	-7	-12	6	0.8	-8	6	7
O=c1nc2ccccc2c2n1CC(CN1CCN(c3ccccc3F)CC1)N2 (stereo not given)	-8	6	9	-2	13	4.5	-11	-11	-5
COc1cccc(NC(=O)c2ccccc2-c2ccccc2C(=O)O)c1	-12	9	3	-4	0	1.5	-2	0	-19
CCOC(=O)COc1cc(OCC(=O)OCC)c2c3c(c(=O)oc2c1)CCCC3	-5	-6	-5	-10	0	-0.4	.	.	-6
C[C@H]1CN([C@@H](C)CO)C(=O)c2cc(Br)cnc2O[C@@H]1CN(C)C(=O)c1ccncc1	-12	5	-10	-6	1	0.9	.	.	-2
O=C(CNC1CCCCCC1)c1cccs1	-2	10	-2	-3	0	-0.1	-8	-6	15
C[C@H](NC(=O)OC(C)(C)C)c1nnc(SCC(=O)Nc2cccc(Cl)c2)o1	9	-5	4	4	13	13	-6	-9	-10
COc1ccc(NC(=O)CCNS(=O)(=O)c2ccc(NC(C)=O)cc2)cc1Cl	-7	10	17	1	1	1.1	-9	3	-10
Cc1onc(-c2ccccc2Cl)c1C(=O)N1CCOC12CCN(c1cccc(F)n1)CC2	-2	12	-5	-10	0	1.0	-8	-2	-2
Cn1cc(CN2CC3C[C@@H]4CC2C[C@H](C3)C4)c(-c2ccc3c(c2)OCCO3)n1	-3	3	-2	-6	0	0.5	-14	-3	-11
CCS(=O)(=O)c1ccc(O)c(NC(=O)COc2ccc(Cl)cc2)c1	-6	11	-1	-3	2	3.0	-4	-16	2
Cc1cc(C(=O)OCC(=O)NCCC(C)C)c2ccccc2n1	9	3	-3	-1	6	3.2	-11	-6	-30
COc1cc(NC(=O)CNC(c2ccccc2)c2ccccc2)cc(OC)c1OC	0	0	-5	-4	2	4.8	-30	-11	-3
CCc1cc2c(=O)c(-c3ccc4c(c3)OCCO4)coc2c(CN2CCCCC2C)c1O (stereo not given)	16	0	3	-6	-1	-0.2	-4	-1	18
COc1cc(/C=C/C(=O)OCC(=O)Nc2ccccc2Cl)cc(OC)c1OC	4	2	1	-6	2	1.6	-22	-14	2
CC1CCCCC1NC(=S)Nc1ccc(SC(F)F)cc1 (stereo not given)	23	-15	1	2	10	13	32	-21	21
Cc1cccc(N2C(S)=C(C#N)C(=O)NC2c2cccs2)c1 (stereo not given)	2	3	0	-4	0	1.0	-2	-3	-17
CCOC(=O)C1(c2nc(N)cs2)COC(=O)C1 (stereo not given)	-10	10	10	0	1	2.9	-15	7	0
O=C(O)C1SCCN1S(=O)(=O)c1ccc2ccccc2c1 (stereo not given)	-1	4	10	-3	1	0.3	-9	3	2
O=C(COC(=O)C(Cc1ccccc1)NC(=O)c1ccco1)NC1CC1 (stereo not given)	0	2	15	-3	1	-0.1	0	-5	3
COc1ccccc1N1CCN(C2CCCN(C(=O)c3cc(C4CC4)on3)C2)CC1 (stereo not given)	-6	6	-17	-4	1	1.0	-20	-6	-3
CCC1(C)COC(c2ccc3c(c2)OCO3)OC1 (stereo not given)	-6	5	-1	-4	0	-0.1	.	.	-12
Cc1cc(NC(=O)CSc2nnc(COc3ccccc3)n2Cc2ccco2)no1	-9	15	3	-15	1	2.0	-10	3	-9
CCOC(=O)C1CCCN(C2CCN(Cc3nc(-c4ccccc4)no3)CC2)C1 (stereo not given)	42*	-22	14	42*	1	1.1	-12	1	-1
O=S(=O)(NC1CCCCCC1)c1cccc(Cl)c1	0	-9	-2	-5	1	-0.5	-18	-6	-18
C#CCn1ccc(O)c(Cc2c(F)cccc2Cl)c1=O	-2	3	-3	-3	0	2.0	1	-3	-10
Cc1cn([C@H]2C[C@H](O)[C@@H](CCC(=O)NCc3ccccc3)O2)c(=O)[nH]c1=O	-8	7	8	-4	0	0.9	.	.	-15
O=C(CCC(=O)Nc1ccccc1Cl)NNC(=O)NC1CCCCC1	-13	18	2	3	1	0.4	-6	0	-8
O=C(Nc1cnccn1)c1ccncc1	-5	4	8	-4	0	0.9	-5	3	-8
CC(C)Oc1ccccc1C1CC(=O)Nc2cc3c(cc21)OCO3 (stereo not given)	-5	6	-3	-2	2	0.2	4	-3	-2
O=C(Cn1cc2c(n1)CCCCC2)Nc1ccccc1Cl	-6	7	2	-1	-1	0.9	-17	-5	-10
O=[N+]([O-])c1cccc(S(=O)(=O)Nc2cccc(-c3ccc(N4CCCC4)nn3)c2)c1	11	-9	-12	-8	2	-0.8	.	.	-9
Cc1ccc2nsnc2c1NS(=O)(=O)c1c(C)ccc2nsnc12	-12	12	-3	-4	0	0.0	-2	0	-5
Cc1ccc(NCC(=O)Nc2cccc(F)c2)cc1S(=O)(=O)N1CCCCCC1	-6	4	1	0	17	9.0	-11	-9	1
CCN(CC)C(=O)Cn1cnc2sc(C(=O)N3CCN(Cc4ccc5c(c4)OCO5)CC3)c(C)c2c1=O	-9	6	-5	-4	3	1.9	-24	1	-5
COc1cc(C2C3=C(COC3=O)Oc3cc4c(cc32)OCO4)ccc1O (stereo not given)	10	-11	2	-8	1	0.6	.	.	0
Oc1cc2c(cc1O)C(c1ccccc1)CNCC2 (stereo not given)	-26	2	-2	-4	1	-0.2	3	-10	4
CC1(C)CC(=O)c2cnc(N3CCN(c4ccccc4)CC3)nc2C1	-3	4	1	-2	0	-0.3	-11	-16	13
Cc1ccc(C(=O)NC(NCc2ccccc2)C(Cl)(Cl)Cl)cc1 (stereo not given)	0	2	6	-5	1	-0.1	-12	-10	0
S=c1nccc(-c2ccc3c(c2)CCO3)[nH]1	-8	12	-3	0	0	-0.3	-12	0	-14
COc1cc2c(cc1OC)C(c1cccc(Cl)c1Cl)CC(=O)N2 (stereo not given)	-6	3	-12	0	2	0.3	.	.	10
COc1ccc(NC(=O)Nc2nc(C(N)CC(C)C)cs2)cc1 (stereo not given)	-8	10	-3	-2	2	0.5	.	.	-10
C[C@H]1CN([C@@H](C)CO)C(=O)CCCn2cc(nn2)CO[C@@H]1CN(C)C(=O)NC1CCCCC1	8	-5	-5	2	1	0.2	.	.	-2
